Screening results: PubChem BioAssay, Johns Hopkins Ion Channel Center
KCNQ2 block – KCNQ2 channel blockers in CHO-K1 cells – cell-based, FluxOR thallium flux, B-score, primary screen (AID 2156); O88943; 20 min; hits give low values; B-score at 10 µM; 1.1% of 310,000 active;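 active = fluorescence ratio B-score at most minus 3 library SDs, with starting brightness B-score within 2 library SDs, cut at about -5.5 in these data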
CHT inh – human CHT choline transport inhibition; Q9GZV3; CHT-expressing cells, membrane potential dye, choline response; hits give low values; B-score at 10 µM; 0.86% of 310,000 active; AID 488975;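 active = B-score over 3 SD under the library average, and starting fluorescence ratio not unusually high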;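 note: choline stimulus applied at its EC90 after an EC20 pre-addition; B-score computed on integrated fluorescence ratio after choline addition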
Target sequence (Q9GZV3 whole entry, looked up): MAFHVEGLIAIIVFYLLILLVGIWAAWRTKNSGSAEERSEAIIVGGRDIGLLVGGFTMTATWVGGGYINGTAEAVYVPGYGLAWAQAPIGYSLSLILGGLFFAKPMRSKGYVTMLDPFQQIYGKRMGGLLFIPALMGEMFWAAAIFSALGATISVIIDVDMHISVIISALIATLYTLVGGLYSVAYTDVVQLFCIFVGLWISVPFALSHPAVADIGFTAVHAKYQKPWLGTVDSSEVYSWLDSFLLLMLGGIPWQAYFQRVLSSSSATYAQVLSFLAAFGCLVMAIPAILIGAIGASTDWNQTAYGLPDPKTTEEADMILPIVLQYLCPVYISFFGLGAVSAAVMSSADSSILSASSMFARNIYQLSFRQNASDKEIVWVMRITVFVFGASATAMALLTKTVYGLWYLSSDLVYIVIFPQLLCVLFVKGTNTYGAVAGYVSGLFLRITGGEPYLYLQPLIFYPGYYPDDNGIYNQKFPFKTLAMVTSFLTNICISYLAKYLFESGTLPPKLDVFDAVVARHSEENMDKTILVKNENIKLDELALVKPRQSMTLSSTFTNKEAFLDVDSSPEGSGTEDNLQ
Calls only; i = inactive; . = not tested or not shown.

Preview:
cpd	canonical_smiles	KCNQ2 block	CHT inh
1	Cc1cc(C)nc(SCCn2c(N3CCOCC3)nc3c2c(=O)[nH]c(=O)n3C)n1	i	i
2	COc1ccc(CNC(=O)C2CCN(S(=O)(=O)c3cccnc3)CC2)cc1	i	i
3	C=CCn1c(SCC2CCCCO2)nc2sc(CC)cc2c1=O (stereo not given)	i	i
4	CCOC(=O)C1=C(N)OC(CCl)=C(C#N)C1c1ccsc1 (stereo not given)	i	i
5	COc1ccc(Cc2nc3ccccc3[nH]c2=O)cc1	i	i
6	COc1ccc(C([O-])=Nc2ccc[n+](-c3nc4ccccc4nc3NS(=O)(=O)c3ccccc3)c2)cc1	i	i

This part in full, repeating the preview:
cpd	canonical_smiles	KCNQ2 block	CHT inh
1	Cc1cc(C)nc(SCCn2c(N3CCOCC3)nc3c2c(=O)[nH]c(=O)n3C)n1	i	i
2	COc1ccc(CNC(=O)C2CCN(S(=O)(=O)c3cccnc3)CC2)cc1	i	i
3	C=CCn1c(SCC2CCCCO2)nc2sc(CC)cc2c1=O (stereo not given)	i	i
4	CCOC(=O)C1=C(N)OC(CCl)=C(C#N)C1c1ccsc1 (stereo not given)	i	i
5	COc1ccc(Cc2nc3ccccc3[nH]c2=O)cc1	i	i
6	COc1ccc(C([O-])=Nc2ccc[n+](-c3nc4ccccc4nc3NS(=O)(=O)c3ccccc3)c2)cc1	i	i
7	Cc1ccc(C(=O)OCC(=O)NCc2ccco2)cc1S(=O)(=O)N1CCOCC1	i	i
8	CN(CC(=O)Nc1ccc2c(c1)OCO2)S(=O)(=O)c1cccs1	i	i
9	CC(=O)c1cccc(S(=O)(=O)N2CCCC(c3nc4c(nnn4Cc4ccccc4Cl)c(=O)[nH]3)C2)c1 (stereo not given)	i	.
10	COc1ccc(CNC(=O)/C=C/c2cc3c(cc2Br)OCO3)cc1	i	i
11	CN(C)CCN(C(=O)c1ccc2ccccc2c1)c1nc2c(F)cc(F)cc2s1	i	i
12	CN(Cc1ccccc1)C(=O)COC(=O)c1ccc2c(c1)OCO2	i	i
13	COc1ccc(Cl)cc1NC(=O)c1noc2c1CCCC2	i	i
14	C/C(O)=C(\C#N)c1nnc2n1CCCCC2	i	i
15	CCOc1ccc(NC(=O)C(CC(=O)O)Cc2ccc(C)cc2)cc1 (stereo not given)	i	i
16	CCOC(=O)c1c(C)[nH]c2cc(Br)c(O)cc12	i	i
17	COC(=O)c1ccc(CN2CCN(CCC(C)C)C(CCO)C2)cc1 (stereo not given)	i	i
18	O=C(COC(=O)C1CCC1)Nc1ccccc1Sc1ccccc1	i	i
19	Cc1[nH]c(=O)[nH]c(=O)c1/C=N/NC(=O)[C@@H](NC(=O)OC(C)(C)C)C(C)C	i	i
20	Cc1cccc(COc2ccc(/C(O)=C3\C(=O)C(=O)N(CCN(C)C)C3c3ccncc3)cc2)c1 (stereo not given)	i	i
21	O=C(COC(=O)c1cc2ccccc2cc1O)Nc1cccnc1Cl	i	i
22	O=C(NNC(=S)Nc1ccccc1)c1cccc(S(=O)(=O)N2CCOCC2)c1	i	i
23	CC1CN(C2CC(C)(C)NC(C)(C)C2)CCC1=O (stereo not given)	i	i
24	COCC(C)(C)COS(N)(=O)=O	i	i
25	Cc1ccc(C)c(NC(=S)N2CCN(c3cccc(C(F)(F)F)c3)CC2)c1	i	i
26	NS(=O)(=O)c1cccn1-c1ncc(C(F)(F)F)cc1Cl	i	i
27	Cc1cnc(NC(=O)CSc2nnc(COc3ccccc3)o2)s1	i	i
28	CCn1c(=S)[nH]c2nc3c(cc2c1=O)CCCC3	i	i
29	COc1cc(OC)c(-c2nc(-c3ccncc3)no2)cc1OC	i	i
30	Cc1ccccc1CN1CCN(CC(=O)NCc2ccc3c(c2)OCO3)C1=O	i	i
31	CCOc1ccccc1NC(=O)N1CCCC1C(=O)Nc1ccc(-n2cnnn2)c(C)c1 (stereo not given)	i	i
32	CC(=O)Nc1ccc2nc(NC(=O)COc3ccccc3Cl)sc2c1	i	i
33	Cc1cccc(C(=O)N[C@H](C(=O)OCc2cc(=O)n3c(n2)sc2ccccc23)C(C)C)c1	i	i
34	Cn1c(NCc2c[nH]c3ccccc23)nc2ccccc21	i	i
35	CCOC(=O)c1[nH]c2ccc(OC)cc2c1NC(=O)CCN1CCC(C)CC1	i	i
36	CCCN1CCC(NC(=O)Nc2ccc(OC)c(OC)c2)CC1	i	i
37	Cc1ccc(CCCOC(=O)CN2CCCCC2)cc1	i	i
38	CC(C)Sc1nnc(NC(=O)c2ccc3c(c2)OCO3)s1	i	i
39	CN(c1ccccc1)c1ccc(/C=C/[N+](=O)[O-])cc1	i	i
40	CC(=O)NC(=S)NNC(=O)COc1ccc([N+](=O)[O-])cc1	i	i
41	COc1ccc(N(C)S(=O)(=O)c2cccc(C(=O)NCC(c3cccs3)N(C)C)c2)cc1 (stereo not given)	i	i
42	O=C(CN1C(=O)CNC1=O)Nc1ccc(Cl)cc1	i	i
43	Cc1ccc(C2NC(=O)Cc3ccccc32)cc1 (stereo not given)	i	i
44	COc1ccc(N(CC(=O)N2CCc3ccccc32)S(=O)(=O)c2c(C)noc2C)cc1	i	i
45	O=C(O)c1ccc(N2C(=O)/C(=C/c3ccc(-c4ccc([N+](=O)[O-])cc4)o3)C=C2c2ccccc2)cc1	i	i
46	COc1ccc2nc(NC(=O)c3cccnc3SC)sc2c1	i	i
47	O=C(Cc1ccccc1F)NCC1(N2CCOCC2)CCCCC1	i	i
48	Cc1ccn2c(C(=O)N/N=C\c3ccc4c(c3)OCO4)c(C)nc2c1	i	i
49	O=C1CC(C(=O)Nc2cc(Cl)ccc2Cl)n2ncnc2N1 (stereo not given)	i	i
50	Cc1noc(C)c1S(=O)(=O)N(CC(=O)Nc1ccc2c(c1)OCCO2)c1ccc(C(C)C)cc1	i	i
51	COc1cc(C=O)ccc1OCCCOc1ccccc1C(=O)O	i	i
52	COc1ccccc1NC(=O)CN1CC(=O)Nc2ccccc21	i	i
53	COc1cccc(CC(=O)NCCCSc2ccccc2)c1	i	i
54	O=C(NCCSCc1ccco1)Nc1ccc(Cl)cc1	i	i
55	CCOC(=O)CC(NC(=O)c1cc2cc(Cl)cc(Cl)c2oc1=O)c1cccc([N+](=O)[O-])c1 (stereo not given)	i	i
56	O=C(N/N=C/c1cccnc1)c1cc2c(ccc3ccccc32)o1	i	i

The list goes on.
cpd	canonical_smiles	KCNQ2 block	CHT inh
57	CCOC(=O)Cc1csc(NC(=O)c2ccc(S(=O)(=O)N(CCOC)CCOC)cc2)n1	i	i
58	Cc1ccc(C)c(NC(=O)CCC(=O)NNC(=S)Nc2ccccc2)c1	i	i
59	O=C(Nc1ccncc1)c1ccc(F)cc1	i	i
60	COc1cc(Br)c(C2CC(=O)Nc3cc(OC)c(OC)cc32)cc1OC (stereo not given)	i	i
61	O=C(NCc1ccco1)c1cccc(NC(=O)c2ccccc2)c1	i	i
62	COc1ccc(/C=N/NC(=O)CCc2ccccc2)cc1O	i	i
63	CCOC(=O)Cc1csc(NC(=O)CCCN2C(=O)c3ccccc3C2=O)n1	i	i
64	O=S(=O)(Nc1cccnc1)c1ccc(C2CCCCC2)cc1	i	i
65	COC(=O)/C(=N/Nc1ccccc1Cl)Sc1nnc(C(O)c2ccccc2)n1-c1ccccc1 (stereo not given)	i	i
66	C/C(=N\O)c1ccc2c3ccccc3n(C)c2c1	i	i
67	O=C1N2CN(C(c3ccccc3)c3ccccc3)CN=C2SC1(CO)CO	i	i
68	Cc1ccc(CNC(=O)C2CCC(=O)N2C2CCCCC2)cc1 (stereo not given)	i	i
69	CCC(=O)Nc1nonc1-c1nc2ccccc2n1N(C(=O)CC)C(=O)CC	i	i
70	CCN(NC(=O)C(O)(c1ccc(F)cc1)c1ccc(F)cc1)C(=O)c1ccccc1	i	i
71	CCOC(=O)c1nc(NCc2ccccc2)c2ccccc2n1	i	i
72	COc1cccc(-c2cc(C(=O)Nc3ccccc3SC)no2)c1	i	i
73	CCn1c(COc2cc(C)ccc2C(C)C)nnc1SCC(=O)Nc1nccs1	i	i
74	CN(Cc1nc(-c2cccnc2)no1)S(=O)(=O)c1ccc2ccccc2c1	i	i
75	CC(C)CNC(=S)N(CCCO)Cc1cc2cc3c(cc2[nH]c1=O)OCO3	i	i
76	COc1ccc(NC(=O)c2ccc(COc3ccccc3Br)o2)cc1OC	i	i
77	COc1ccc(CNC(=O)c2cc(=O)c3cc(C)cc(C)c3o2)cc1	i	i
78	O=C(/C(=C/O)N=Nc1ccccc1Cl)c1ccccc1	i	i
79	O=C1CCCC2=C1C(c1ccco1)Nc1ccc3ccccc3c12 (stereo not given)	i	i
80	O=C(N/N=C/c1sc(N2CCOCC2)nc1-c1ccccc1)c1cccc(S(=O)(=O)N2CCCC2)c1	i	i
81	CCOc1ccc(CNCCN2CCCC2)cc1	i	i
82	CC(C)(C)NC(=O)CSc1nnc(-c2ccccn2)n1Cc1ccccc1	i	i
83	Cc1ccc(S(=O)(=O)N2CCC(C(=O)Nc3nnc(-c4ccco4)s3)CC2)cc1	i	i
84	COC(=O)c1cc(S(=O)(=O)N2CCN(c3cccc(C)c3)C(C)C2)c[nH]1 (stereo not given)	i	i
85	COc1ccccc1OCCSc1nc2ccccc2n1CCO	i	i
86	CC(NC(=S)Nc1ccc(Cl)cc1Cl)C(c1cccs1)N1CCCC1 (stereo not given)	i	i
87	Cc1ccc(SCC(=O)Nc2nccs2)cc1	i	i
88	COc1ccc(C)cc1NC(=O)C(OC(=O)CNC(=O)c1ccc(Oc2ccccc2)cc1)c1ccccc1 (stereo not given)	i	i
89	NS(=O)(=O)c1ccc(N/C=C\C(=O)c2ccc(F)cc2)cc1	i	i
90	Cc1noc(C)c1CSc1ncnc2sc(C)c(C)c12	i	i
91	N=c1n(CCN2CCCCC2)c2ccccc2n1CC(=O)c1cccc([N+](=O)[O-])c1	i	i
92	CCN(CC)C(=O)Cc1c(OC)ccc2cc(Br)ccc12	i	i
93	COc1ccccc1C(c1nnnn1C(C)(C)C)N1CCCCCC1 (stereo not given)	i	i
94	Cn1ncc(Br)c1C(=O)NC(=S)N1CCN(c2ccccn2)CC1	i	i
95	COc1ccccc1N(C)S(=O)(=O)c1ccc(C(=O)OCC(=O)Nc2ccccc2F)cc1	i	i
96	Cc1cc2c3c([nH]c2cc1S(=O)(=O)N1CCC2(CC1)OCCO2)CC(C)(C)CC3=O	i	i
97	O=S(=O)(Nc1ccc2c(c1)OCCO2)c1cccs1	i	i
98	CCCCC(=O)NC1(C(F)(F)F)C(=O)N(Cc2ccco2)C(C)=C1C(=O)OC (stereo not given)	i	i
99	CCCCNc1nnc(CCn2nc(C)c(Br)c2C)s1	i	i
100	Cc1ccc(CN2C(=O)N/C(=C/c3cc(C)n(-c4ccccn4)c3C)C2=O)cc1	i	i
101	O=C1N(CN2CCC3(CC2)OCCO3)c2ccccc2C12OCCCO2	i	i
102	NNC(=O)c1sc2cc(C(F)(F)F)cnc2c1-c1cccnc1	i	i
103	Cc1cc(N/N=C/c2ccc(O)cc2)c2cccc(C)c2n1	i	i
104	CCc1ccc(-c2cc(C)no2)cc1S(=O)(=O)NCc1ccc(OC)c(OC)c1	i	i
105	COc1ccc(OCCSc2ncccn2)cc1	i	i
106	Cc1ccc(CSc2nc3ccccc3cc2C=O)cc1	i	i
107	O=[N+]([O-])c1c(NCc2ccco2)ccc2nonc12	i	i
108	COc1ccc(C(c2nnnn2CC2CCCO2)N2CCN(c3ccc(F)cc3)CC2)cc1 (stereo not given)	i	i
109	O=C(O)CCCCCN=Cc1c(O)c2ccccc2oc1=O	i	i
110	Cc1ccccc1C(=O)N1CCC(C(=O)Nc2ccc3c(c2)OCCO3)CC1	i	i
111	O=C(CCSc1ccc(Cl)cc1)N1CCN(c2ncccn2)CC1	i	i
112	Cc1cccc(C)c1Nc1ncnc(N)c1[N+](=O)[O-]	i	i

One compound at a time, as listed above. Values in the order: KCNQ2 block | CHT inh
Entry for Cc1cccc(C)c1Nc1ncnc(N)c1[N+](=O)[O-] : i | i
Entry for COc1ccc(C(c2nnnn2CC2CCCO2)N2CCN(c3ccc(F)cc3)CC2)cc1 (stereo not given) : i | i
Entry for O=C(CCSc1ccc(Cl)cc1)N1CCN(c2ncccn2)CC1 : i | i
Entry for Cc1ccc(CSc2nc3ccccc3cc2C=O)cc1 : i | i
Entry for O=C(O)CCCCCN=Cc1c(O)c2ccccc2oc1=O : i | i

The list continues:
cpd	canonical_smiles	KCNQ2 block	CHT inh
113	COc1ccc(Cl)cc1N(CC(=O)NC(C)(C)C)S(=O)(=O)c1ccc(C)c([N+](=O)[O-])c1	i	i
114	CCOC(=O)c1c(C)c(C(=O)Nc2ccccc2)c(C)n1CC	i	i
115	Cc1ccc(Cn2ccc(-c3cnc(-c4ccccc4)s3)n2)cc1	i	i
116	COc1cccc(C(=O)Nc2ccc(-c3nc4ccccc4o3)c(O)c2)c1	i	i
117	COc1ccc(CCNc2cc(C)nc3c(-c4ccccc4OC)cnn23)cc1OC	i	i
118	COc1ccccc1NC(=O)Nc1nc(CC(=O)N2CCN(c3ccccc3)CC2)cs1	i	i
119	Cc1ccc(C(=O)N/C(=C\c2ccc(C)o2)C(=O)O)cc1	i	i
120	CC(C)C(OC(=O)Cn1nnc2ccccc21)C(=O)NC1CCCC1 (stereo not given)	i	i
121	O=C1CC(NNC(=O)c2ccccc2)C(=O)N1 (stereo not given)	i	i
122	COc1ccccc1N1C(=NC(=O)C2CCCCC2)SC2CS(=O)(=O)CC21 (stereo not given)	i	i
123	CCCCOCC1CN(c2ccccc2)C(=O)CS1 (stereo not given)	i	i
124	CN1CCN(/C=C(\C#N)S(=O)(=O)c2ccc(Cl)cc2)CC1	i	i
125	CCC(=O)N1CCN=C1SCc1cccc(F)c1	i	i
126	O=C(Nc1cc([N+](=O)[O-])ccc1F)c1ccc2ccccc2c1	i	i
127	CC(=O)Nc1ccc(C(=O)OCc2ccccc2Cl)cc1	i	i
128	CCOc1ccc(NC(=O)C2CCCN(C(=O)Nc3ccccc3)C2)cc1 (stereo not given)	i	i
